Compound activity as filed in PubChem BioAssay.
GSK3 alpha inh: blocks human GSK-3 alpha kinase; P49840; ADP-Glo luminescence, 60 min; inhibition, % at 10 µM; 0.1% of 320,000 active;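 in the data active means inhibition above about 50%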;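 further: GST-tagged GSK-3 alpha with peptide substrate and 25 µM ATP; 0% = DMSO neutral wells and 100% = GW8510 positive control wells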
KCNQ1 pot: potentiates or activates the human KCNQ1 potassium channel. 0.35% of 310,000 active. B-score at 10 µM. CHO-K1 KCNQ1, thallium flux FluxOR fluorescence; hits give high values;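 active means fluorescence ratio B-score, a plate-corrected score, at least three library SD, with initial intensity B-score within 5 SD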
Target sequence (P51787 whole entry, looked up): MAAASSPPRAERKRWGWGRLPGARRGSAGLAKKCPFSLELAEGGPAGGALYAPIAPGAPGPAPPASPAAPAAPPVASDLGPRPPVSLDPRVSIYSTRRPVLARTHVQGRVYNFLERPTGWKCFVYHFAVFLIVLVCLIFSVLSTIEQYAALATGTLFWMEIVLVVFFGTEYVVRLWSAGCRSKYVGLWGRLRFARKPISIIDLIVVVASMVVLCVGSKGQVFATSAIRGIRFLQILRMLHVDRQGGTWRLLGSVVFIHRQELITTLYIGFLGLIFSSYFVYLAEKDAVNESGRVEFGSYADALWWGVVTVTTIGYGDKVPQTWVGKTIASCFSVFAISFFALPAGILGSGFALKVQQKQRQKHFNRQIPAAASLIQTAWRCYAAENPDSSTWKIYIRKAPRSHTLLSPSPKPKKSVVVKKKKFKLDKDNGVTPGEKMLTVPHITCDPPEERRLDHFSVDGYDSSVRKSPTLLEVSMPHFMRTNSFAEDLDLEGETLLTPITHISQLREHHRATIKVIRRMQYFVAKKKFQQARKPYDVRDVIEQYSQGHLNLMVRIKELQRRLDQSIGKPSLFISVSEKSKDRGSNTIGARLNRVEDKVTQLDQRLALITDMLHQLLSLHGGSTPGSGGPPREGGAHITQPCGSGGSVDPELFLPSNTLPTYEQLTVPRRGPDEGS
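assay system = KCNQ1-transfected CHO-K1 cells | medium = assay buffer with matched DMSO | probe or stimulus = depolarizing K+/Tl+ stimulus, K2SO4 and Tl2SO4 each 12.5 mM in 5x stock | dosing = single dose | incubation = dye 90 min, compound 20 min, room temperature | detection = kinetic FluxOR fluorescence, 10 s baseline plus 110 s post-stimulus | evaluation = ratio B score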
KCNQ1 inh: inhibitors of human KCNQ1 potassium channel; 1.3% of 310,000 active; P51787; CHO-K1 KCNQ1, FluxOR thallium flux fluorescence; hits give high values; B-score at 10 µM; AID 2642;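 active means compounds whose thallium flux B-score, printed positive for inhibition, exceeds three library SD while starting fluorescence stays within three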;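 further: channel opened by potassium depolarization with thallium stimulus after 20 min compound exposure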
PolyA inhibitor: blocks polyadenylation in yeast reporter cells. S. cerevisiae SKY197-pL101 polyadenylation reporter, beta-gal luminescence; efflux-impaired pdr1/pdr3 knockout yeast; score 100 = 6 SD above DMSO. calls only at 12 µM. 0.02% of 300,000 active. AID 1875;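 active means lowest replicate activity score at least 50, where 100 means six control SD above control mean; inconclusive means lowest score under 50 but half or more replicates reach 50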;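 further: yeast exposed to compound for 9 h at 30 °C; higher score means more reporter readthrough which indicates perturbed polyadenylation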
RGS4 act: potentiators or activators of RGS4; HEK293 M3R/inducible RGS4, carbachol calcium flux Fluo4; hits give low values; B-score at 10 µM; 0.92% of 310,000 active;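 active means B-score of the integrated calcium signal more than 4 SD below the library mean, with starting fluorescence not abnormally high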;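 further: negative B-score means reduced calcium response which marks RGS4 activation or potentiation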
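Reagent: ECmax carbachol challenge; Test system: M3R-expressing HEK293 line, RGS4 induced by doxycycline; Schedule: overnight RGS4 induction, 30 min dye load 37 °C, 20 min compound RT; Detection: calcium dye Fluo4 fluorescence; Read-out: Agonist-evoked peak-minus-minimum fluorescence over baseline, integrated ratio, B score.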
KCNK3 block: human KCNK3 channel inhibition, primary screen; CHO-KCNK3 thallium flux, FluxOR fluorescence; hits give low values; AID 602410; B-score at 10 µM; 0.84% of 340,000 active;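 active means B-score under library mean minus 4 SD, starting fluorescence ratio at most library mean plus 5 SD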;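 further: more negative B-score means stronger inhibition of thallium flux through KCNK3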
Target sequence (O14649 whole entry, looked up): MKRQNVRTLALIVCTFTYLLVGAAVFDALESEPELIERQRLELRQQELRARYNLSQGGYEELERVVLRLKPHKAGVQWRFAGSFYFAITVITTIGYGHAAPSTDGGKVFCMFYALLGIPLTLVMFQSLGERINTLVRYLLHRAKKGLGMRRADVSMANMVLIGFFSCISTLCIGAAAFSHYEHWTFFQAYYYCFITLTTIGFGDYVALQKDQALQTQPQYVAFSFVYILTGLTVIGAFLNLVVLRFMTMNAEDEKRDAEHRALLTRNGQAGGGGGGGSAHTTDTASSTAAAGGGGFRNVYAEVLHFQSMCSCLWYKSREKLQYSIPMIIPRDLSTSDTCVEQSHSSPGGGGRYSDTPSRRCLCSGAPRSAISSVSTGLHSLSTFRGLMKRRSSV
HDAC3 inh: blocks human histone deacetylase 3 | AID 2718 | recombinant HDAC3, fluorogenic peptide/trypsin coupled, fluorescence | O15379 | inhibition, % at 8.3 µM | 0.15% of 320,000 active; in the data active means inhibition above about 26%, passing the limit was not always enough; inconclusive means no clear call, values can overlap the other calls
GSK3beta inhib: human GSK3beta kinase inhibition. P49841. GST-GSK3beta kinase, ADP-Glo luminescence, 60 min; hits give low values. activity score (negative = inhibition), % at 10 µM. 0.038% of 300,000 active. AID 2097;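 active means more than half of replicate wells score below -50%, meaning over 50% inhibition versus plate controls; inconclusive means some replicates but at most half score below -50%; inactive means no replicate scores below -50%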;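 further: 0% = median DMSO wells and -100% = median GW8510 positive control wells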
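Assay system: GST-fused GSK3beta enzyme, cell-free / Medium: Tris pH 7.5 buffer with MgCl2, DTT, BSA, heparin / Also added: peptide substrate plus 25 µM ATP (final) / Compound: 10 µM single point / Timing: kinase reaction with compound 60 min at room temperature / Detection: ADP-Glo luminescence / Benchmarks: DMSO neutral wells and GW8510 at 20 µM as positive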
Dyrk1A ADPGlo: inhibitors of rat Dyrk1A kinase. ADP-Glo luminescence, NFATc1 peptide. 0.43% of 310,000 active. inhibition, % at 12.5 µM. Q63470; in the data active means inhibition above about 50%;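 further: plate controls were vehicle with enzyme for no effect and no enzyme for full effect; many of its hits are not listed in these tables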
KCNK9 inh: blocks the human KCNK9 two-pore domain potassium channel; Q9NPC2; HEK293 KCNK9, FluxOR thallium flux fluorescence; hits give low values; B-score at 10 µM; 1.2% of 310,000 active; AID 488922;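 active means ratio B-score over 3 SD below the library mean, with starting fluorescence within 5 SD of its mean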;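 further: negative B-score means less thallium flux so channel inhibition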
hERG rescue: hERG (human) protection from proarrhythmic block; Q12809; CHO-hERG, FluxOR thallium flux, dofetilide IC70 present; activation (rescue from dofetilide block), less the hit threshold, % at 10 µM; 0.51% of 310,000 active;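 active means activation above the mean of controls blocked by dofetilide plus 5 SD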;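 further: thallium influx through hERG after potassium depolarization seen as dye fluorescence rise; in these data hits start at about 4.7%; inactives centre near -7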
An asterisk follows results filed as active; i = inactive; ? = inconclusive; / = not tested or not shown.

SMILES	GSK3 alpha inh	KCNQ1 pot	KCNQ1 inh	PolyA inhibitor	RGS4 act	KCNK3 block	HDAC3 inh	GSK3beta inhib	Dyrk1A ADPGlo	KCNK9 inh	hERG rescue
COCCNc1oc(/C=C/c2ccccc2)nc1C#N	0	i	i	i	i	i	-351	4	-2	i	-1
O=C(Cc1ccc(Cl)cc1)Nc1cc(S(=O)(=O)N2CCOCC2)ccc1N1CCCC1	-1	i	i	/	i	i	9	2	-6	i	-7
CC(C)(C)OC(=O)NCCC(=O)N/N=C/c1ccc2ncccc2c1	-1	i	i	i	i	i	2	-1	3	i	-13
COc1ccc(C2CC(C(F)(F)F)n3nc(CO)c(Cl)c3N2)cc1OC (configuration not stated)	0	i	i	i	i	i	-4	1	3	i	-7
CCN(C(=O)CCC(=O)N(CC)c1ccccc1)c1ccccc1	-2	i	i	i	i	i	7	-1	-8	i	-7
Cc1ccc(C(=O)CN2CCC(NC(=O)C3CCCCC3)CC2)cc1	-1	i	i	i	i	i	1	0	-1	i	-18
O=C(CNC(=O)c1ccccc1Br)N/N=C/c1cc(Br)ccc1O	3	i	i	i	i	i	-1	3	6	i	-13
Cc1ccc(-c2onc3ccc(C=O)cc23)cc1	11	i	i	i	i	i	-2	-18	13	i	1
COc1ccc(NC(=O)C2CCCN(c3nccc(C)n3)C2)cc1 (configuration not stated)	1	i	i	i	i	i	-1	1	-3	i	-9
CCOc1ccc(NCCC(O)c2ccc(F)cc2)cc1 (configuration not stated)	-1	i	i	i	i	i	-1	4	0	i	-4
Nc1ncnc2c1ncn2CCOc1ccccc1	2	i	i	i	i	i	-10	1	7	i	-8
COc1ccccc1-n1cc(CN2CCN(CC(C)C)C(CCO)C2)cn1 (configuration not stated)	-2	i	i	i	i	i	2	3	-2	i	-18
CC(/C=C\C=C\c1ccccc1)=N\NC(=O)c1cncc(Br)c1	1	i	i	i	i	i	-2	1	-4	i	-3
Cc1ccc(CN2CCN(Cc3cn(C)nc3C)CC2CCO)o1 (configuration not stated)	-1	i	i	i	i	i	-7	-1	1	i	-3
N#C/C(=C(/O)c1ccc(Cl)cc1)c1nc2ccccc2[nH]1	-1	i	i	i	i	i	/	-1	2	i	-5
O=C(CSc1nc(-c2ccco2)cc(C(F)(F)F)n1)NCC1CCCO1 (configuration not stated)	-2	i	i	i	i	i	-2	0	/	i	1
O=C(CSc1nnnn1-c1ccc2c(c1)CCC2)NCc1cccs1	-1	i	i	i	i	i	3	3	-2	i	1
O=C1CCCCC/C1=N/Nc1ccc(OCc2ccccc2)cc1	0	i	i	i	i	i	0	3	-2	i	-13
NC(=O)CSc1ncnc2c1nnn2Cc1ccc(F)cc1	/	i	i	i	i	i	/	-1	/	i	-11
CCOC(=O)N1CCN(C(c2cccnc2)c2ccc3cccnc3c2O)CC1 (configuration not stated)	-1	i	i	i	i	i	?	0	3	i	-1
CCCc1nc2oc3c(OCC)ncnc3c2c2c1COC(C)(C)C2	1	i	i	i	i	i	9	-4	2	i	-12
CC(/C=N/NC(=O)c1nnn(-c2nonc2N)c1CN1CCCCC1)c1ccccc1 (configuration not stated)	19	i	i	i	i	i	-2	-11	-11	i	-3
COCCn1c(SCC(=O)Nc2nnc(C)s2)nnc1-c1ccncc1	/	i	i	i	i	i	/	1	0	i	-9
Cc1ccc2c(NC(=S)NC(=O)c3ccccc3)cccc2n1	-2	i	i	i	i	i	7	2	41	i	-15
CCN(c1ccc(NC(=O)c2ccc(N3CCCC3=O)cc2)cc1)C(C)C	/	i	i	i	i	i	/	3	-8	i	-16
O=Cc1ccc(OC(=O)c2cccnc2)cc1	-1	i	i	i	i	i	?	3	1	i	-11
O=C(COc1ccccc1Br)NCc1ccccn1	-3	i	i	i	i	i	-2	0	0	i	-13
CN1CCc2c(sc3c2c(=O)n(-c2cccc(Cl)c2)c2nncn32)C1	2	i	i	i	i	i	-3	0	-2	i	-2
C=CCOc1c2ccc(C(=O)NC3CCCc4ccccc43)cc2nn1C (configuration not stated)	0	i	i	i	i	i	-8	0	3	i	-6
CC1Cc2ccccc2N1C(=O)COC(=O)Cn1nnc(-c2ccccc2)n1 (configuration not stated)	-1	i	i	i	i	i	-3	3	8	i	-10
N#CCC(=O)NC1CCC(CC2CCC(NC(=O)CC#N)CC2)CC1 (configuration not stated)	-2	i	i	i	i	i	6	1	-2	i	-7
Cc1ccccc1NC(=O)C1CCN(S(=O)(=O)c2cccs2)CC1	-1	i	i	i	i	i	-7	8	7	i	-10
Cc1cnc(NC(=O)C2CC=CCC2)s1 (configuration not stated)	2	i	i	i	i	i	-13	-5	-1	i	-3
COc1ccc(-n2[nH]c(C)cc2=O)cc1	-5	i	i	i	i	i	1	-3	1	i	-8
CCN(C(=O)C1CC1)C1CCS(=O)(=O)C1 (configuration not stated)	-6	i	i	i	i	i	-2	-4	-2	i	-7
COc1cc(S(=O)(=O)n2ccnc2)ccc1Br	-4	i	i	i	i	i	-3	0	1	i	-9
COc1ccc(NC(=O)CSc2nc3sc4c(c3c(=O)n2-c2ccc(OC)cc2)CCN(C)C4)cc1	0	i	i	i	i	i	21	-1	1	i	-9
O=C(Oc1ccc(=O)n(-c2ccccc2)n1)c1ccc(F)cc1	1	i	i	i	i	i	?	-2	2	i	-9
Cc1cccc(/C=N/NC(=O)c2ccc(Br)cc2)c1	-2	i	i	i	i	i	5	-3	7	i	-7
O=C(c1cc(-c2cccs2)nc2ccccc12)N1CCN(S(=O)(=O)c2ccccc2)CC1	-1	i	i	i	i	i	19	2	4	i	-35
Cc1c(C(=O)O)sc(S(=O)(=O)N2CCNCC2)c1C(=O)O	/	i	i	i	i	/	/	-2	/	i	-9
CCOC(=O)c1cc(-c2ccc3c(c2)OCCO3)nc2c1c(C)nn2CCC#N	-2	i	i	i	i	i	-1	0	-4	i	-6
O=C(NC1CCCCC1)c1cc([N+](=O)[O-])ccc1N1CCCCC1	-1	i	i	i	i	i	-3	-3	-9	i	-13
O=C(C1CC1)N1CCc2cc(S(=O)(=O)NCCC3=CCCCC3)ccc21	-1	i	i	i	i	i	8	1	2	i	-9
O=C(c1ccco1)N1CCC(N2CCN(c3ccccc3)CC2)CC1	-2	i	i	i	i	i	-1	-4	7	i	-7
CC1CCCCN1CCNC(=O)c1cc2c(=O)n(C)c3ccccc3c2n1C (configuration not stated)	0	i	i	i	i	i	-9	0	50*	i	-13
COC(=O)CC/C(O)=C1\C(=O)CC(C)(C)CC1=NCCc1nc2ccccc2[nH]1	-5	i	i	i	i	i	2	3	3	i	-9
O=c1c2ccccc2nc2c3ccccc3c3nncn3n12	/	i	i	i	i	i	/	0	5	i	0
CC1Cc2cc(C(=O)O)ccc2O1 (configuration not stated)	-1	i	i	i	i	i	-7	1	3	i	-2
Cc1c(Cl)cccc1NC(=O)c1ccccc1-c1ccccc1C(=O)O	-2	i	i	i	i	i	6	-1	-2	i	-9
COc1ccc(OC)c(S(=O)(=O)CC(O)CS(=O)(=O)c2ccccc2)c1 (configuration not stated)	-1	i	i	i	i	i	3	3	-1	i	-5
C#CCOC(=O)c1ccccc1C(=O)n1nnc2ccccc21	/	i	i	i	i	i	94*	1	6	i	-10
CC(C)OC(=O)CN1C(=O)C(C)(C)Oc2ccc(C(=O)NC(C)(C)C)cc21	-2	i	i	i	i	i	-1	4	0	i	-7
O=C(Nc1ccccc1)OCc1ccccn1	-3	i	i	i	i	i	11	3	4	i	-11
COc1ccc(CCNC(=O)Cn2c(-c3nonc3N)nc3ccccc32)cc1OC	1	i	i	i	i	i	6	0	-7	i	-7
CC(C(=O)O)N(C(=O)c1ccccc1)c1ccc(F)cc1 (configuration not stated)	-1	i	i	i	i	i	7	3	-4	i	-4
Cc1cccc(N2CCN(C(=O)c3cc4ccccc4oc3=O)CC2)c1C	-1	i	i	i	i	i	/	1	4	i	-10
Cn1c2ccccc2c2c(C(=O)N3CCN(C(=O)c4ccco4)CC3)cn(C3CCCCC3)c(=O)c21	-11	i	i	i	i	i	-13	0	-1	i	-12
CC(C)(C)C(=O)Nc1ccc(S(=O)(=O)N2CCCC2)cc1	-1	i	i	i	i	i	1	4	0	i	-5
COc1cc(C2=NOC(C(=O)N3CCOCC3)C2)cc(OC)c1OC (configuration not stated)	0	i	i	/	i	i	5	-1	11	i	-9
New compounds follow
SMILES	GSK3 alpha inh	KCNQ1 pot	KCNQ1 inh	PolyA inhibitor	RGS4 act	KCNK3 block	HDAC3 inh	GSK3beta inhib	Dyrk1A ADPGlo	KCNK9 inh	hERG rescue
NC(=O)c1ccc2nc(NC(=O)c3ccc(N)cc3)sc2c1	/	i	i	i	i	i	/	3	18	i	-8
COCCOC(=O)c1c(NC(=O)CNC2CCCc3ccccc32)sc(C(N)=O)c1C (configuration not stated)	1	i	i	i	i	i	-1	-1	0	i	-13
CC(C)(C)c1ccc(C(=O)NC(=S)NNC(=O)COc2ccccc2)cc1	-1	30*	i	i	-7.5*	i	7	-6	21	i	-5
O=C(Nc1cccc2ncccc12)c1ccc(-c2ccc(Br)cc2)o1	-1	i	i	i	i	i	7	1	13	i	-3
Cc1cccc(C)c1OCC(=O)NCc1ccccc1	-3	i	i	i	i	i	-3	3	0	i	-2
O=C1/C(=C/c2cccs2)SC(=S)N1CCC(=O)N1CCCCC1CCO (configuration not stated)	-1	i	i	i	i	i	2	-4	2	i	-10
Cc1ccc(-n2nnnc2-c2cccc(C)c2)cc1	1	i	i	i	i	i	0	3	/	i	-7

HDAC3 inh: entries above that show a hit.
structure	GSK3 alpha inh	KCNQ1 pot	KCNQ1 inh	PolyA inhibitor	KCNK3 block	HDAC3 inh	GSK3beta inhib	Dyrk1A ADPGlo	KCNK9 inh
C#CCOC(=O)c1ccccc1C(=O)n1nnc2ccccc21	/	i	i	i	i	94*	1	6	i

An excerpt, so the mix of outcomes need not match the whole.
